L3MBTL1 block – L3MBTL1 (human) inhibition. AlphaScreen L3MBTL1–H3K9me1 peptide binding. Q9Y468. 230,000 tested, 0.66% active. Potency, µM (highest dose often 57.1 µM), for the others: at the highest dose activity, negative = inhibition, most hits filed as inhibitors; note: nearly all actives have a fitted effect of over 60% in size
Target sequence (Q9Y468 whole entry, looked up): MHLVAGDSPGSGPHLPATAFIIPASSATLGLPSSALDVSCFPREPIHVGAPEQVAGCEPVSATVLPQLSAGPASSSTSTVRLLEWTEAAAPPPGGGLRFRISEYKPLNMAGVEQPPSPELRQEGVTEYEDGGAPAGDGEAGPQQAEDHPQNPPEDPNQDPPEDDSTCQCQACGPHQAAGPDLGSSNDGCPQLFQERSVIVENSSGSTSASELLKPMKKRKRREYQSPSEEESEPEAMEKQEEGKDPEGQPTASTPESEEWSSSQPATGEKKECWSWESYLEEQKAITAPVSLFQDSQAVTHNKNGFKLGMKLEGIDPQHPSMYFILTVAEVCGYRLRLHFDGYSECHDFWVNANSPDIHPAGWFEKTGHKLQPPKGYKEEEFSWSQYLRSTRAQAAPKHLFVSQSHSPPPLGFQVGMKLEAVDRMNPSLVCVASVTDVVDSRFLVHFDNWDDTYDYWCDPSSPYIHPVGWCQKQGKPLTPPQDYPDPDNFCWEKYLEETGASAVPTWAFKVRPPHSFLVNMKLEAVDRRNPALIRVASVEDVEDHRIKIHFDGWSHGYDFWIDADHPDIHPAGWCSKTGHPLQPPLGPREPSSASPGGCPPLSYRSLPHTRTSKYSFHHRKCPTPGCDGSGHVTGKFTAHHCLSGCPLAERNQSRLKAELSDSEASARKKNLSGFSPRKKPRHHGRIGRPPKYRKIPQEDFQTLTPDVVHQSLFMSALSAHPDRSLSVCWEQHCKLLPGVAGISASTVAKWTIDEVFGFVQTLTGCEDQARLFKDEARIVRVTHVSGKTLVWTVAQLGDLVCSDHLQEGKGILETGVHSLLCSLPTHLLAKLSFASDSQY
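L3MBTL1 50 nM + b-AHA-H3(1-15)K9me1 75 nM, 30 min RT; compound added, 30 min RT; streptavidin donor/Ni-chelate acceptor beads 10 ug/mL each final, 30 min RT dark; AlphaScreen read.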
Tau fibril ThT – inhibitors of human tau fibril formation, thioflavin T binding; P10636; recombinant tau K18 P301L, heparin-induced fibrillization, ThT fluorescence; Potency, µM (titrated, usually from 57.4 µM), without a hit: at the highest dose activity, negative = inhibition, usual class: inhibitors; 270,000 tested, 2.1% active; AID 1460; note: nearly all actives have a fitted effect of over 55% in size
Target sequence (P10636 561-689 P618L limits assumed): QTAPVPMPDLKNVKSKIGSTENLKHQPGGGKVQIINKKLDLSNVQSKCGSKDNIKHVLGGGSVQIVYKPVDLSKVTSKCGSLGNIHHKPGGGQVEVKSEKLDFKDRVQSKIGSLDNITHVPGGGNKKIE
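Tau K18 P301L fragment (15 uM unlabeled plus 0.24 uM Alexa 594-labeled) in 100 mM sodium acetate pH 7 with compound, fibrillization induced by 20 uM heparin for 6 hr at 37 C. Thioflavin T (30 uM) added, fluorescence read after 1 hr (ex 450, em 510 nm).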
GLA spleen mod – inhibitors or activators of human alpha-galactosidase in spleen homogenate | human spleen homogenate, 4MU-alpha-Gal fluorescence, 40 min | Potency, µM (top dose mostly 80 µM), without a hit: at the highest dose activity change, negative = inhibition, most hits filed as inhibitors | 240,000 tested, 0.008% active | P06280;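 note: 0% = enzyme with vehicle and -100% = no enzyme basal signal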
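Human spleen homogenate (1 ug) as enzyme source, 4-methylumbelliferyl-alpha-D-galactopyranoside 1 mM final, citrate/phosphate pH 5.0 with 0.01% Tween-20. Compounds 40 min at 37C, NaOH/glycine stop; fluorescence Ex 365/Em 440, Hill-fit AC50.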
ALDH1A1 block – inhibitors of human aldehyde dehydrogenase 1A1. 220,000 tested, 7.3% active. Purified ALDH1A1, NADH fluorescence, propionaldehyde substrate. AID 1030. Potency, µM (series often up to 75.3 µM), for inactives: at the top dose activity, negative = inhibition, actives largely listed as inhibitors. P00352; active = well fitted inhibition curve with a large enough effect, not every such curve was filed as active; inconclusive = small, poorly fitted or top-dose-only effect, or another doubt; inactive = no such curve, though single readings can be large or run the other way;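 note: plate controls were no enzyme wells and a reference inhibitor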
Tau fluor counter – counter-screen for tau fibril formation inhibitors. tau K18 P301L Alexa594 fluorescence, heparin fibrillization. Potency, µM (highest dose often 57.7 µM), without a hit: at the highest dose activity change, negative = decrease. 280,000 tested, 0.93% active. AID 1463; note: nearly all actives have a fitted effect of over 55% in size
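Human K18 P301L tau (15 uM unlabeled plus 0.24 uM Alexa 594-labeled, final) in 100 mM sodium acetate pH 7 was mixed with compound and 20 uM heparin and incubated 6 hr at 37 C.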
TRb SRC2 PPI – disrupts binding of human TR beta to SRC2 | P10828 | TRbeta-SRC2 peptide binding, fluorescence polarization; receptor liganded with 1 µM T3 | Potency, µM (highest dose often 106 µM), for the others: at the top dose activity change, negative = inhibition, usual class: inhibitors | 280,000 tested, 0.065% active;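 note: plate controls were bound peptide for no effect and peptide without receptor for full effect; nearly all actives have a fitted effect of over 50% in size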
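Compounds were added to 0.6 uM TRb ligand-binding domain and 20 nM Texas Red-labeled SRC2 peptide in Tris buffer containing 1 uM T3, incubated 5 hr at ambient temperature, then read by fluorescence polarization.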
Tau fibril FP – blocks human tau fibril formation measured by polarization. K18 P301L tau heparin fibrillization, Alexa594 FP, 6 h. Potency, µM (doses to about 57.7 µM), for the others: at the top dose activity, negative = inhibition, usual class: inhibitors. 280,000 tested, 0.39% active. AID 1468; note: nearly all actives have a fitted effect of over 55% in size
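Heparin (20 uM) drove fibril formation of recombinant tau K18 P301L, 15 uM unlabeled with 0.24 uM Alexa 594 label, for 6 hr at 37 C in 100 mM sodium acetate pH 7. Fluorescence polarization (555/632 nm) read 1 hr after 30 uM ThT.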
TR SRC2 fluor cs – counter-screen for TRb-SRC2 inhibitors: fluorescence interference; TRb/SRC2 Texas Red total fluorescence interference; Potency, µM (top dose mostly 106 µM), for the others: at the top dose fluorescence change, negative = quenching; 280,000 tested, 0.29% active; AID 1479; active = well fitted curve in either direction with a large enough effect; inconclusive = small, poorly fitted or top-dose-only effect
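Human TRβ ligand-binding domain (0.6 uM) and Texas Red SRC2 peptide (20 nM) in Tris buffer with 1 uM T3 and 5% DMSO were incubated with pinned compound for 5 hr at ambient temperature. Total fluorescence was computed as S + 2P (555/632 nm).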
Starred values were filed as active, the others as inactive; ? = inconclusive; nt = not tested or not shown; & = joins results of further samples; [ ] = dose if it differs, or a comment. Unless noted, calls come from the whole dose curve; as a rule, active = well fitted curve in the direction sought with a large enough effect; inconclusive = small, poorly fitted or top-dose-only effect, or another doubt; inactive = no such curve, though single readings can be large; an effect the other way counts as inactive or inconclusive. Unless noted, % is set by controls: 0 for no effect and ±100 for the full control effect; potency is the fitted concentration of half-maximal effect.

SMILES	L3MBTL1 block	Tau fibril ThT	GLA spleen mod	ALDH1A1 block	Tau fluor counter	TRb SRC2 PPI	Tau fibril FP	TR SRC2 fluor cs
COc1ccc(S(=O)(=O)N2CN(CCc3ccc(OC)c(OC)c3)c3nc4ccccc4nc32)cc1	17.7%	0.2%	-5.3%	-10.0%	-24.3%	-2.9%	3.6%	3.2%
O=c1[nH][nH]c(=O)c2cc([N+](=O)[O-])ccc12	8.5%	nt	4.6%	-17.9%	nt	2.7%	nt	-14.2%
Cc1ccc([N+](=O)[O-])cc1N	16.4%	-6.1%	-3.5%&0.2%	5.3%&7.5%	2.2%	0.4%[201 µM]	0.7%	-1.5%[201 µM]
Cc1ccc2ncc(C(=O)Nc3ccc(OC(F)(F)F)cc3)c(=O)n2c1	nt	4.0%	nt	nt	1.9%	-7.0%	2.6%	?
Cc1cccc(C)c1NC(=O)Cn1c(=O)n(CCC(=O)NCc2ccco2)c(=O)c2sccc21	-2.5%	-15.8%	6.8%	-4.0%	-14.0%	2.6%	-5.5%	-5.8%
COc1ccc(C)cc1NC(=O)CCC(=O)Nc1nnc(C(F)(F)F)s1	1.8%	7.3%	3.1%	4.1%	1.2%	-1.8%	4.6%	0.2%
CCC/C(O)=C1\C(=O)CC(c2ccccc2)CC1=NCCc1c(C)[nH]c2ccc(C)cc12 (stereo not given)	-4.1%	4.6%	0.7%	-10.4%	2.2%	10.7%	-5.7%	-0.4%
C=CCNC(=S)NNc1nc(Nc2ccccc2)nc(N2CCCCC2)n1	-29.0%	-17.1%	-24.6%	15.8µM*	-25.7%	7.5%[53 µM]	-4.9%	-3.3%[53 µM]
CCCC(c1nnnn1Cc1cccs1)N1CCN(C)CC1 (stereo not given)	-1.9%	1.6%	7.5%	2.7%	-2.1%	-0.6%	-8.9%	-2.4%
CCCn1c(Sc2nc3c(c(=O)[nH]c(=O)n3C)n2CCC)nc2c1c(=O)[nH]c(=O)n2C	-10.1%	-3.6%	-3.0%	-8.7%	-4.8%	-0.7%	1.8%	-1.2%
Cc1ccc(C)n1NC(=O)c1ccc(Cl)cc1	nt	-15.1%	2.2%	2.0%	-6.7%	-4.2%	-0.8%	1.6%
COc1ccc(C(=O)CC(=O)c2ccccc2O)cc1OC	-20.8%	?	1.4%	?	-25.8%	-1.5%	-5.0%	-1.6%
Cc1ccc(-c2cc(C(F)F)n3ncc(C(=O)NN4CCCCC4)c3n2)cc1	2.7%	-0.5%	-0.8%	5.8%	5.9%	2.8%	3.3%	-2.7%
Cc1onc(-c2ccccc2Cl)c1C(=O)Nc1ccc(F)c(F)c1	15.8%	-6.9%	-11.2%	3.7%	-22.4%	-4.2%	-14.7%	-3.2%
Cc1ccccc1Cn1c2ccccc2c2cnn(CC(=O)NCCc3ccc(Cl)cc3)c(=O)c21	nt	11.9%	nt	nt	4.5%	3.7%	-12.4%	0.2%
CC1CC(C)CN(CCOc2cccc(Cl)c2Cl)C1 (stereo not given)	2.0%	6.5%	0.6%	-2.0%	5.1%	-5.7%	2.6%	-0.6%
COc1cc(/C=C/c2cc(C(F)(F)F)[nH]c(=O)n2)cc(OC)c1OC	0.8%	?	2.5%	?	-5.3%	-2.7%	-18.7%	-0.7%
COc1cccc(/C=N/NC(=O)CSCC(=O)Nc2ccccc2)c1O	1.2%	?	11.4%	2.3%	-17.9%	-6.5%	-0.9%	1.0%
CCCn1c(N)c(C(=O)CSc2nnc(-c3cccnc3)n2-c2ccc(C)cc2C)c(=O)[nH]c1=O	6.2%	-9.3%	-7.7%	-1.0%	-5.9%	2.2%	1.0%	2.7%
CC(C)Oc1ccccc1/C=N/Nc1ccccc1[N+](=O)[O-]	11.2µM*	?	-12.1%	8.5%	?	2.9%	11.6%	-1.2%
Cc1ccc(-n2c(SCC3CCCCO3)nnc2-c2ccco2)cc1 (stereo not given)	nt	-12.3%	7.5%	?	-1.3%	-2.3%	-7.9%	-1.3%
CCc1ccccc1NC(=O)/C(=C/c1ccco1)c1ccccc1	nt	?	2.5%	?	-19.4%	-6.8%	-6.3%	4.9%
Cc1ccc(SCC(=O)Nc2ccc(S(N)(=O)=O)cc2)cc1	nt	-18.1%	7.6%	-4.0%	-13.7%	-0.6%	-4.2%	-2.2%
CCOc1ccccc1N(CC)C(=O)c1cc2c(=O)[nH]c3ccc(C)cc3c2s1	nt	0.1%	nt	nt	-5.3%	1.6%	3.9%	6.5%
CC(=O)N1CCC(N(C(=O)Nc2ccc(F)cc2)C2CCCC2)CC1	nt	-8.3%	-1.3%	-11.9%	-11.8%	-3.9%	-13.6%	2.0%
New compounds follow:
SMILES	L3MBTL1 block	Tau fibril ThT	GLA spleen mod	ALDH1A1 block	Tau fluor counter	TRb SRC2 PPI	Tau fibril FP	TR SRC2 fluor cs
COc1ccccc1N1CCN(c2ncnc3c2oc2ccccc23)CC1	3.3%	?	10.3%	8.9%	-5.8%	4.1%	5.1%	1.8%
Cc1noc(C)c1COC(=O)CNC(=O)c1cccc(F)c1	13.1%	-6.5%	-8.1%	-0.1%	-1.5%	0.1%	-3.5%	-8.0%
Cc1ccc(S(=O)(=O)N2CCCCC2)cc1NC(=O)COC(=O)c1ccccc1F	-4.5%	5.2%	-2.1%	?	-3.0%	1.0%	0.4%	-0.1%
N#Cc1c(-c2ccncc2)c2c([nH]c1=S)CCCC2	-2.7%	?	-5.3%	?	-16.8%	2.8%	-3.8%	-0.4%
O=C(Nc1ccc(Cl)cc1)Nc1nc(-c2ccccc2O)cs1	nt	4.0%	2.0%	nt	3.55µM*[quencher]	10.7%	?	-1.4%
O=[N+]([O-])c1ccccc1-c1ccc(C(=S)N2CCN(c3ccccc3)CC2)o1	-29.0%	11.2µM*	-1.4%	nt	?	3.0%	-7.4%	2.3%
CCCN(CCC)C(=O)Cn1c(=O)n(-c2ccc(C)cc2)c(=O)c2ccc(C(=O)NCc3ccccc3Cl)cc21	nt	-11.0%	nt	nt	-16.2%	-3.2%	-8.4%	0.9%
CC(=O)c1ccc(C)cc1OC(=O)c1cccc(F)c1	9.2%	4.1%	-7.1%	?	4.6%	3.4%	3.0%	-2.4%
O=C(CN1C(=O)CCc2cc(Br)ccc21)Nc1ccc(OC(F)(F)F)cc1	nt	8.5%	nt	nt	-11.4%	-1.9%	?	-0.4%
O=C(CN(c1ccccc1)S(=O)(=O)c1ccc(Cl)cc1)Nc1ccccc1C(=O)N1CCCC1	nt	-17.1%	4.4%	-1.7%	-17.9%	-2.0%	2.3%	-2.0%
CS(=O)(=O)c1cnc2c(S(=O)(=O)c3ccccc3)cnn2c1N	-17.6%	0.7%	2.0%	?	-3.2%	5.9%	-2.1%	-1.3%
COc1ccccc1NC(=O)CNC(=O)c1ccc([N+](=O)[O-])cc1	1.9%[11.4 µM]	-4.4%	1.1%	7.0%	4.8%	-4.2%	1.8%	-0.4%
COc1ccccc1-c1nc(NCc2ccccc2)c2ccccc2n1	nt	-0.3%	1.5%	30.4%[activator]	-9.0%	-2.9%	-1.2%	-2.5%
Cc1cc(C)cc(NC(=O)CSc2nc3c(oc4ccccc43)c(=O)n2-c2ccccc2F)c1	nt	4.7%	nt	nt	-5.4%	-2.1%	-18.1%	-26.0%
COC(=O)CN1C(=O)N/C(=C/c2ccc(OC)c(C)c2OC)C1=O	3.6%	-2.8%	2.3%	6.31µM*	0.1%	-4.3%	7.7%	3.4%
CN(C(=O)c1ccc(S(=O)(=O)N2CCCC2)cc1)C1CCCCC1	nt	-19.2%	-1.3%	-0.1%	-17.1%	-3.8%	3.9%	-0.8%
Cc1ccc(N(CC(=O)Nc2ccc(C)c(Cl)c2)S(=O)(=O)c2cccs2)cc1	nt	12.4%	nt	nt	?	5.6%	?	-2.3%
COc1ccccc1N1CCN(C(CNC(=O)C(=O)NCc2ccc(C)cc2)c2cccnc2)CC1 (stereo not given)	nt	-5.4%	nt	nt	-7.4%	-1.9%	-2.4%	-3.4%
Cc1occc1C(=O)NNC(=O)c1cccc(F)c1	0.9%	5.7%	-5.9%	12.7%	5.7%	3.3%	3.0%	-0.7%
COc1ccc(C(=O)NCC2CCCO2)cc1S(=O)(=O)N1CCCc2ccccc21 (stereo not given)	-1.5%	0.7%	6.5%	-10.6%	-6.1%	-4.4%	-1.8%	-1.8%
COc1ccccc1N1CCN(c2c3c(nc4nncn24)CCC3)CC1	nt	-16.7%	nt	nt	-12.5%	2.0%	-6.7%	-0.6%
O=C(CSC1=Nc2ccccc2C2=NC(c3ccccc3)C(=O)N12)NCC1CCCO1 (stereo not given)	nt	-17.1%	0.6%	?	-12.2%	5.7%	-3.1%	0.6%
O=C(CCN1C(=O)c2ccccc2C1=O)Nc1cccc(S(=O)(=O)NC2=NCCC2)c1	5.0%	-5.4%	-2.9%	3.2%	-2.7%	-0.6%	1.8%	-2.4%
N#Cc1nc(-c2ccco2)oc1N1CCC(C(N)=O)CC1	nt	-2.1%	5.7%	?	-8.4%	14.9%	-5.3%	-1.3%
Cn1c(=NC(=O)CSCC(=O)N2CCCC2)sc2ccccc21	nt	-15.0%	-11.5%	0.7%	1.6%	-2.3%	3.1%	1.3%
CCOC(=O)c1sc(Nc2ccc(OCC)cc2)nc1C	-9.1%	?	-0.1%	5.3%	?	2.2%[53 µM]	?	-2.4%[53 µM]
COc1ccc(C2C(C(=O)N3CCCC3)CC(=O)N2c2ccc(OC)cc2)cc1 (stereo not given)	nt	3.7%	4.6%	?	7.5%	8.8%	3.1%	1.4%
CN(Cc1cnn(C)c1)Cc1nc(-c2ccc(Cl)cc2)no1	-4.4%	-12.8%	-6.5%	-15.5%	-9.2%	-4.2%	-5.2%	-1.4%

High-throughput results deposited in PubChem by National Center for Advancing Translational Sciences (NCATS).

Random draw from the library, and some 8.5% of all compounds hit somewhere here.
